ADAM10 inh – human ADAM10 inhibitors, primary screen, biochemical, QFRET, HTS. Disintegrin and metalloproteinase domain-containing protein 10 (Homo sapiens), O14672. recombinant ADAM10, EDANS/DABCYL FRET peptide cleavage, 3 h. inhibition, % at 7 µM. 370,000 tested, 0.62% active. AID 720582, 2013;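 active = inhibition above a per-campaign cutoff equal to the mean of compounds falling between control-based bounds plus 3 SD, cut at about 20% in these data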;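 note: 0% = DMSO wells while the 100% control is not disclosed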
GC-A act – GC-A stimulated cGMP production enhancers – HEK293 GC-A cells, cGMP TR-FRET, EC30 ANP, primary screen; Atrial natriuretic peptide receptor 1 (Homo sapiens), P16066; 0% at EC30 ANP, 100% saturating ANP; activation, % at 10 µM; 370,000 tested, 0.14% active; in the data active = activation above about 40%
Target sequence (P16066 whole entry, looked up): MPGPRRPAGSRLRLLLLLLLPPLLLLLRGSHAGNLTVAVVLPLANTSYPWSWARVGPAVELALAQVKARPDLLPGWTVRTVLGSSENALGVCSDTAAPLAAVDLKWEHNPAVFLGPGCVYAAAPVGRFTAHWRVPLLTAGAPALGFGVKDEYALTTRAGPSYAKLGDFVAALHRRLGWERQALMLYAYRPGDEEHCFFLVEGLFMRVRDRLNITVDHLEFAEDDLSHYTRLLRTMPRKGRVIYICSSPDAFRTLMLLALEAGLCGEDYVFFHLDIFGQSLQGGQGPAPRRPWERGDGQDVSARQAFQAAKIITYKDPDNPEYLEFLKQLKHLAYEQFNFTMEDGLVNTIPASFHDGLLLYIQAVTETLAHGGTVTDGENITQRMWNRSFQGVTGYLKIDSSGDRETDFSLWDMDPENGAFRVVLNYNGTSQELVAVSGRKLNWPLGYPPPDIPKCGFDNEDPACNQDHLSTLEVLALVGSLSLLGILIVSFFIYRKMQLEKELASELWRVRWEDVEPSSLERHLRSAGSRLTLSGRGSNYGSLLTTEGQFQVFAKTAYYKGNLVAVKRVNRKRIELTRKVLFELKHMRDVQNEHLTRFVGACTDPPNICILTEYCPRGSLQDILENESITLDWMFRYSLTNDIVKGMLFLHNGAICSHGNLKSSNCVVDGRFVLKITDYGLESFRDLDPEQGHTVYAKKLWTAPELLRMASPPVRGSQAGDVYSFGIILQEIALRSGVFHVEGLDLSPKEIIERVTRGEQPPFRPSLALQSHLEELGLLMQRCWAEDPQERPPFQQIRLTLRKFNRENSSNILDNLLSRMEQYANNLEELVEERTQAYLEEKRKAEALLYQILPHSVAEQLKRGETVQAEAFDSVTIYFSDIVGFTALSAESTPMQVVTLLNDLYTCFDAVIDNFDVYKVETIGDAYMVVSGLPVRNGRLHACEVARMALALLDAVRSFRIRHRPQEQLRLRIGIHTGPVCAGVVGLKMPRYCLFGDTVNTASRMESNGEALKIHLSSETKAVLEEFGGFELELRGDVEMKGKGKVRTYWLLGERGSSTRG
DAX1 inh-1 – DAX1 (NR0B1) inhibitors, primary screen, cell-based, HEK293, Gal4-DAX1, luciferase luminescence. Nuclear receptor subfamily 0 group B member 1 (Homo sapiens), P51843. HEK293 Gal4-DAX1 luciferase reporter. inhibition, % at 6.75 µM. 340,000 tested, 0.99% active. AID 504766, 2011;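 active = inhibition above the mean over all tested compounds plus 3 SD, cut at about 4.2% in these data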;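 note: 0% = DAX1-transfected cells with DMSO and 100% = empty-vector control cells with DMSO; inhibition shows as a rise in luminescence from relieved DAX1 repression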
DAX1 inh-2 – DAX1 (NR0B1) inhibitors on StAR promoter, primary screen, cell-based, luminescence, SF-1 (NR5A1), full-length DAX-1; HEK293T StAR-luciferase reporter, SF-1/DAX-1 repression relief; inhibition, % at 6.8 µM; 370,000 tested, 1.1% active; AID 652010, 2013;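 active = inhibition above the mean over all tested compounds plus 3 SD, cut at about 3.6% in these data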;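 note: 0% = DAX-1 cells with DMSO and 100% = cells lacking DAX-1 with DMSO; higher inhibition means more luminescence from relief of DAX-1 repression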
SMARCA2 activ – SMARCA2 (BRM) function activators, primary screen, cell-based, luminescence, high throughput. MG213 cells, MMTV-luciferase reporter, dexamethasone, overnight. activation, % at 9.1 µM. 370,000 tested, 1% active. AID 652017, 2013; in the data active = activation above about 7.8%;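 note: 0% = vehicle wells and 100% = reference activator wells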
HGIII-sPLA2 inh – human group III sPLA2 inhibitors, primary screen, biochemical, QFRET, BODIPY PC-A2 liposome substrate; inhibition, % at 12.2 µM; Group 3 secretory phospholipase A2 (Homo sapiens), Q9NZ20; AID 743126, 2013; 370,000 tested, 0.56% active; QFRET BODIPY PC-A2 liposome hydrolysis, fluorescence;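 active = inhibition above mean plus 3 SD of compounds lying within the high and low control bounds, cut at about 19% in these data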;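 note: 0% = median of test compound wells and 100% = no enzyme DMSO wells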
NPR2 activator – human GC-B receptor activators, primary screen, HEK293 GC-B cells, cGMP TR-FRET, EC30 CNP. Atrial natriuretic peptide receptor 2 (Homo sapiens), P20594. AID 1920062, 2024. 370,000 tested, 0.11% active. activation, % at 10 µM. 0% at EC30 CNP, 100% saturating CNP;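 active = activation at 10 µM reaching about 35% in either raw or pattern-adjusted values, limit read from the data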
FXN GAA850 act – FXN promoter activators, primary screen, cell-based, luciferase luminescence, HEK293 lucGAA850; HEK293 lucGAA850 FXN promoter luciferase reporter, 24 h; percent of 10 µM SAHA response; activation, % at 6 µM; 360,000 tested, 0.56% active;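 active = activation above the average of all compounds screened plus 3 SD, cutoff fixed separately per campaign, cut at about 7.5% in these data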;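 note: 0% = DMSO wells and 100% = 10 µM SAHA wells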
hgDAF12 agonist – H. glycines DAF-12 receptor agonists, primary screen, cell-based, luminescence, HEK293, GAL4 fusion, UAS-luciferase; Nuclear hormone receptor DAF-12 (Heterodera glycines), GAL4 fusion; HEK293 GAL4-hgDAF12 UAS-luciferase reporter, agonist luminescence; normalized to butyrate control; activation, % at 6.8 µM; 370,000 tested, 1.8% active; AID 687014, 2013;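 active = activation above a cutoff set at the mean of all screened compounds plus 3 SD, cut at about 10% in these data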;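 note: 0% = DMSO wells and 100% = sodium butyrate wells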
ssDAF-12 act – S. stercoralis DAF-12 nuclear receptor activators, primary screen, cell-based, luminescence, HEK293, GRIP1 co-expression, lit1-tk-luc; activation, % at 6.8 µM; Nuclear hormone receptor DAF-12 (Strongyloides stercoralis); 370,000 tested, 1% active; HEK293 ssDAF-12/GRIP1 lit1-tk-luc reporter; % of 3 µM dafachronic acid response;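 active = activation above the mean over all tested compounds plus 3 SD, cut at about 0.9% in these data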;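 note: 0% = DMSO-only wells and 100% = 3 µM delta7-dafachronic acid wells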
hcDAF-12 act – H. contortus DAF-12 nuclear receptor activators, primary screen, cell-based, luminescence, HEK293, lit1-tk-luc reporter; HEK293 hcDAF-12 lit1-tk-luc reporter; 0% DMSO, 100% Δ7-dafachronic acid; activation, % at 6.8 µM; 370,000 tested, 1.4% active; AID 652067, 2013;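 active = activation above the mean of all tested compounds plus 3 SD, cut at about 5.5% in these data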;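 note: 100% = response to 3 µM Δ7-dafachronic acid high control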
* hit, by the source's call; i = inactive; . = no result given.

SMILES	ADAM10 inh	GC-A act	DAX1 inh-1	DAX1 inh-2	SMARCA2 activ	HGIII-sPLA2 inh	NPR2 activator	FXN GAA850 act	hgDAF12 agonist	ssDAF-12 act	hcDAF-12 act
COc1ccc(SC[C@H](C)CN2CC[C@H](NC(=O)OCc3ccccc3)CCC2=O)cc1	14	-1	-2.0	-1.1	-1	-11	2	0.1	-3.3	-1.2	-3.2
O=c1[nH]c(=S)n(-c2ccc(Br)cc2)c2ncccc12	6	2	0.2	-0.1	-4	9	-11	0.9	-0.7	-1.2	2.1
Cc1ccc(NC(=O)c2ccc(Cl)c(S(=O)(=O)Nc3c(C)n(C)n(-c4ccccc4)c3=O)c2)cc1Cl	14	15	0.8	-0.6	-3	-38	14	-0.5	-1.7	-0.5	-1.1
COc1cccc(NC(=O)CCC2CCN(C(=O)c3cncs3)CC2)c1	-6	-2	-0.1	1.6	-2	0	1	2.3	-1.2	-0.9	-0.7
COc1cc(NC(=O)c2cc(Cl)ccc2Cl)ccc1-c1cc2ccccc2oc1=O	-28	3	-0.1	-0.8	-4	-1	4	-2.5	-1.5	-1.3	-2.8
CC1CCCN(CCOCCOc2ccccc2-c2ccccc2)C1 (configuration not stated)	3	-6	1.2	-0.8	0	-8	-3	0.5	-2.2	-1.2	0.8
Cn1nccc1C(=O)NC1CCCc2c1cnn2-c1ccccc1F (configuration not stated)	8	2	-4.5	-9.5	-5	3	2	-4.3	-7.8	-2.0	-6.1
Cc1cc(C(F)(F)F)c2sc(N)nc2n1	-14	0	1.5	-0.8	-1	-3	0	1.1	0.6	-1.3	0.1
O=C(NC1CCCC1)C(c1ccccc1)N(C(=O)c1csnn1)C1CCCC1 (configuration not stated)	1	-7	0.7	-0.3	-3	8	1	4.4	1.8	-0.6	-0.8
COc1ccc2c(c1)sc(N)[n+]2Cc1cc(C)cc2cccnc12	-1	-44	-1.8	-2.2	-2	-4	-20	-4.8	1.5	-1.0	-0.2
Cc1cc(C(=O)NC(Cc2ccccc2)C(=O)O)c(C)o1 (configuration not stated)	7	4	4.1	-0.2	3	8	-5	0.2	-2.4	-1.0	-0.9
Cc1cccc(NC(=O)CSc2nnc(C)c(C)n2)c1	-4	0	0.3	0.1	0	0	1	-2.2	-1.5	-0.8	-1.4
Cn1cc(CN2CCC(n3nccc3NC(=O)c3ccccc3Cl)CC2)cn1	-4	0	1.1	-1.0	1	-4	0	0.9	0.3	-0.9	0.0
CCN1C(=O)[C@H]2[C@@H](c3ccc(SC4CCCCC4)cc3)N3CCCC[C@@]3(C(=O)OC)[C@H]2C1=O	-1	0	2.1	0.0	-1	0	-2	1.1	-0.5	-0.9	-0.5
COc1ccccc1CCNC(=O)C(=O)NCC1CCCN1S(=O)(=O)c1ccccc1 (configuration not stated)	-9	-1	-4.3	-2.4	-3	4	5	-2.1	-4.0	-1.2	-2.9
C1CCc2c(nc3nnnn3c2NCC2CC2)C1	0	4	1.7	0.0	-2	-1	-2	3.2	-0.5	-1.4	-2.1
COc1ccc(Cc2nnc(SCC(=O)Nc3ncc(C)s3)o2)cc1	10	-3	0.2	-0.1	-4	-5	0	1.4	-0.9	-0.6	-0.2
Cc1ccccc1S(=O)(=O)Cc1ccc(C(=O)NCc2ccc(F)cc2)o1	4	0	1.2	-0.4	1	-2	4	0.4	-2.2	-2.3	-1.6
Cc1ccc(OCC(=O)Oc2ccc(C)c(C)c2)cc1	-10	2	0.6	0.8	-1	4	-1	-0.4	1.9	-1.4	0.5
CCCCC(=O)NC(=S)Nc1ccc(NC(=O)C(C)C)c(OC)c1	1	1	-0.1	-0.7	-2	5	1	-0.5	-0.5	-1.8	-2.7
OC1CCCCC1Sc1nc2ccccc2s1 (configuration not stated)	1	1	1.9	0.7	6	-6	-7	2.8	5.9	-0.6	2.8
NC1=NC(=O)/C(=C\c2ccc(-c3ccc(Cl)cc3)o2)S1	5	33	1.0	-0.2	4	-11	38*	6.2	5.5	0.9*	6.5*
[N-]=[N+]=NC[C@H](Cc1ccccc1)N1CC[C@@H](NC(=O)OCc2ccccc2)CCC1=O	-2	1	-0.7	0.1	1	3	0	0.4	1.5	-1.5	-1.1
Cc1ccc(NC(=O)CCNS(=O)(=O)c2cccc3nsnc23)cc1	-6	-2	-0.1	-0.5	-1	3	0	-1.4	1.7	-1.7	-3.0
O=C1NC[C@H](c2ccccc2)N(CCc2cccc(F)c2)C1=O	-4	1	-1.0	-0.1	0	2	-4	0.3	0.2	-1.5	-1.4
Cc1ccc(C)c(Oc2coc3cc(O)ccc3c2=O)c1	i	2	-0.7	0.0	-3	-23	-2	-0.3	-3.0	-1.9	-0.3
Cc1cccnc1NC(=S)NC(=O)/C=C/c1ccccc1	-33	-2	2.0	0.8	5	1	2	5.5	12*	-1.2	1.1
CC(=O)c1cccc(NC(=O)c2cc(-c3ccco3)nc3ccccc23)c1	-237	5	-1.8	-0.8	-3	-5	2	-0.5	-0.5	-1.4	-0.4
CCC(C)(CC(=O)Nc1nccs1)c1ccccc1 (configuration not stated)	3	-7	-0.2	-0.6	-2	6	-1	-1.3	-0.8	-1.5	-1.5
COc1ccc(C2C(C#N)C(C#N)N3CCCN23)cc1 (configuration not stated)	-17	-2	-0.4	0.8	-1	-9	4	-1.4	0.2	-0.9	-0.9
Cn1cc(CNC(=O)/C=C/c2ccc(Cl)cc2)cn1	-2	11	-1.4	0.3	-1	6	6	0.7	2.2	-1.2	-0.2
COc1ccc(/C=N/Nc2nonc2N)cc1	-1	-2	2.6	0.2	0	-4	-5	4.2	2.0	-1.6	-1.4
CCCN(C(=O)c1ccc(S(=O)(=O)N2CCCC2)cc1)C1CCS(=O)(=O)C1 (configuration not stated)	-5	0	0.6	-1.8	-4	6	1	1.6	1.3	-0.5	2.0
COc1ccccc1NS(=O)(=O)c1ccc(C)c(C(=O)NC2=NCCS2)c1	3	1	0.2	-1.4	-2	-8	-1	0.8	-0.6	-1.5	-0.3
Cc1ccc(SCC(=O)NCc2ccccc2)cc1	6	3	4.1	0.1	4	4	5	1.9	4.3	-1.1	-0.2
O=C(CCC(=O)N1CCN(S(=O)(=O)c2ccc(Cl)cc2)CC1)Nc1ccc(Cl)cc1Cl	14	-2	2.8	-0.1	1	-9	2	-0.6	-3.0	-1.0	-1.7
COc1ccc(-c2nc(N/N=C(\C)c3ccc(O)cc3)c3ccccc3n2)cc1	-8	6	-1.2	0.8	0	-20	-9	4.5	6.3	-0.7	2.7
COc1ccccc1C(=O)Nc1cccc2c1CCCC2	12	-8	1.1	-0.2	2	-4	-6	1.9	-1.3	-1.3	-2.2
O=C(CCCn1c(=O)[nH]c2cc(Cl)ccc2c1=O)N1CCN(c2ccc([N+](=O)[O-])cc2)CC1	5	-5	-0.4	-0.2	-3	-1	-6	-0.2	2.0	-0.8	-1.3
COc1ccc(C2Nc3ccccc3C(=O)N2Cc2ccco2)cc1COc1ccccc1F (configuration not stated)	-189	-12	-0.6	-0.7	0	-3	-9	1.8	-0.8	-1.9	-0.8
Cc1cc(NC(=O)CS(=O)c2cn(Cc3cccc(Cl)c3)c3ccccc23)no1 (configuration not stated)	1	-8	.	-4.2	-7	-10	-6	-1.8	-5.8	-1.1	0.2
Cc1ccc(Oc2nnc(-c3ccccc3)cc2C#N)cc1	3	-3	0.2	-0.1	1	-1	-3	2.4	0.6	-1.2	-1.2
CC(NC(=O)c1ccccc1Cl)C1COc2ccccc2O1 (configuration not stated)	2	-1	0.7	0.2	-2	1	3	1.2	5.0	-0.9	-0.6
CCN(CC(=O)Nc1cccc(S(=O)(=O)N(C)c2ccccc2)c1)Cc1ccccc1	2	-1	0.0	-2.1	0	-2	-4	-0.1	-2.3	-0.9	-1.5
Cn1c(O)c(N=NC(=S)Nc2ccccc2F)c2cc(S(=O)(=O)N3CCOCC3)ccc21	4	-2	0.7	-0.7	-3	6	0	2.7	-0.2	-0.2	3.2
COc1ccc(C=NCCCN2CCOCC2)cc1	-5	-2	-0.7	-0.1	1	3	5	1.9	4.1	-1.1	-0.4
O=C(NCCOc1nc(N2CCOCC2)nc(N2CCOCC2)n1)Nc1ccccc1	-1	-6	-0.1	-0.7	-4	6	-7	-1.2	0.0	-1.1	-0.5
O=C1C(=O)N(CCCn2ccnc2)C(c2cccnc2)/C1=C(/O)c1ccc(F)cc1 (configuration not stated)	-1	2	0.5	0.8	-3	8	0	1.4	-0.5	-1.3	0.4
O=C(Nc1ccccc1Cl)OCC#CCOC(=O)Nc1ccccc1Cl	-10	-1	0.3	0.0	0	12	-1	0.5	1.4	-0.9	0.7
Cc1cc(C)n(-c2nc3ccccc3nc2N2CCCC2)n1	-18	-2	-0.3	-0.1	0	2	-2	-2.0	-2.3	-1.7	-2.3
COc1cccc(-c2cnc(C(O)c3ccc(F)cc3)[nH]2)c1 (configuration not stated)	-8	4	.	1.2	3	7	3	0.3	6.8	-0.4	2.1
NC(=O)c1ccc(Oc2ccc3c(c2)CCC3)c([N+](=O)[O-])c1	7	17	-1.1	-1.2	-4	1	0	-7.7	-6.5	-1.4	-1.0
CN(c1ccc(C(=O)Nc2cccnc2)cc1)S(C)(=O)=O	8	-3	0.3	0.1	1	13	0	1.0	2.1	-0.2	2.1
O=C(NC1CCCCC1)c1cccc2c1C(=O)c1ccc(N3CCC(Cc4ccccc4)CC3)cc1S2(=O)=O	6	2	-0.7	-0.1	1	1	4	0.1	1.2	-0.9	-1.4
COc1ccc2c(c1)CN1CN(Cc3ccc(F)cc3)S(=O)(=O)CC21 (configuration not stated)	-30	-1	.	0.4	3	3	-6	.	-1.1	-0.9	-0.3
CCc1nn2c(=O)cc(COc3cccc(NC(=O)c4ccco4)c3)nc2s1	-11	-7	0.0	-0.2	-1	0	1	0.2	1.3	-1.6	-1.2

Hits appear at their usual frequency (roughly 6.6% active in at least one column).
